Rab7 wt GTP bind: dog Rab7 wildtype GTP binding, inhibitors and activators; hit rate 0.055% among 190,000; GTP binding activity (percent of control), % at 10 µM; GST-Rab7 beads, fluorescent GTP binding, flow cytometry; actives lie on both sides; untreated = 100%, excess cold GTP = 0%;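 active means fluorescent GTP binding to Rab7 beads changed by at least 20 points from the 100% baseline, either direction, mostly lower; inconclusive means compound itself probably fluorescent, or too few beads counted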;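 further: median green fluorescence of bound Bodipy-FL-GTP per Rab7 bead population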
Rac1 act GTP bind: modulators of GTP binding to human Rac1 activated mutant | percent activity (GTP binding), % at 10 µM | GST-Rac1 activated beads, fluorescent GTP binding, flow cytometry; actives lie on both sides; 100% means binding = to untreated wells | P63000 | AID 764 | hit rate 0.11% among 190,000;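 active means GTP binding at least 20 percentage points away from the 100% baseline, in either direction, so actives lie on both sides; inconclusive means Compound likely fluorescent itself, or too few beads counted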
Rab2A wt mod: changes GTP binding to wildtype dog Rab2A, up or down; P61105; hit rate 0.19% among 190,000; GTP binding activity, % at 10 µM; AID 760; GST-Rab2 wt beads, Bodipy-GTP binding, flow cytometry;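 active means GTP binding activity at least 20 points away from 100%, either lowered or raised; inconclusive means signal likely due to the compound's own green fluorescence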;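 further: 0% = beads with excess unlabeled GTP and 100% = no-compound control corrected for plate trend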
Mcl1-Bid inh: Mcl-1/Bid interaction inhibition. Q07820. TR-FRET Mcl-1/Bid-Dy647 peptide binding, 1536-well. inhibition, % at 21.7 µM. hit rate 0.97% among 220,000;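 active means compounds that cut the binding signal by more than half at the single screening dose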;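 further: His-tagged Mcl-1 with europium anti-His antibody binding Bid BH3 peptide; 0% = Mcl-1 plus peptide wells and 100% = peptide-only wells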
HRas wt GTP: human HRas wildtype GTP binding, change in either direction; P01112; GST-Ras wt beads, Bodipy-FL-GTP binding, flow cytometry; actives lie on both sides; GTP binding activity, % at 10 µM; hit rate 0.14% among 190,000; AID 759;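 active means GTP binding activity at least 20% away from the 100% baseline, either lowered as inhibitor or raised as activator; inconclusive means flagged as likely green fluorescent, judged across all proteins in the well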;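 further: 0% = unlabeled GTP competition control and 100% = no-compound control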
Target sequence (P01112 whole entry, looked up): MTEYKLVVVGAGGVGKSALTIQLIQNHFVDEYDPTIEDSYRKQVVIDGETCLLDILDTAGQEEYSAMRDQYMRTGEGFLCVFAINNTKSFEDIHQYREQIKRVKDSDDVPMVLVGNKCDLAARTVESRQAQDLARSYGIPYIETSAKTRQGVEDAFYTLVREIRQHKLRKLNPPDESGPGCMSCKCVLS
Mcl1 Noxa PPI: disrupts binding of human Mcl-1 to Noxa peptide | Q07820 | TR-FRET Mcl-1/Noxa peptide binding, 2 h | inhibition, % at 21.7 µM | hit rate 1.5% among 220,000 | AID 1022;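 active means compounds that cut the protein-peptide binding signal by more than 50% relative to plate controls in a single-dose test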;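 further: His-tagged Mcl-1 with rhodamine Noxa BH3 peptide and terbium anti-His antibody; 0% = Mcl-1 plus Noxa peptide wells and 100% = peptide-only wells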
RGS8-Gao reg: human RGS8-Galphao interaction regulation. P09471. multiplexed bead flow cytometry, RGS8-Galphao binding; actives lie on both sides. response (percent of control binding), % at 10 µM. hit rate 0.34% among 220,000. AID 1423; in the data active means response below about 60% or above about 140%; inactive means in between;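 further: Galphao activated as the GDP aluminium fluoride complex binding bead-coupled RGS8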
Target sequence (P09471 whole entry, looked up): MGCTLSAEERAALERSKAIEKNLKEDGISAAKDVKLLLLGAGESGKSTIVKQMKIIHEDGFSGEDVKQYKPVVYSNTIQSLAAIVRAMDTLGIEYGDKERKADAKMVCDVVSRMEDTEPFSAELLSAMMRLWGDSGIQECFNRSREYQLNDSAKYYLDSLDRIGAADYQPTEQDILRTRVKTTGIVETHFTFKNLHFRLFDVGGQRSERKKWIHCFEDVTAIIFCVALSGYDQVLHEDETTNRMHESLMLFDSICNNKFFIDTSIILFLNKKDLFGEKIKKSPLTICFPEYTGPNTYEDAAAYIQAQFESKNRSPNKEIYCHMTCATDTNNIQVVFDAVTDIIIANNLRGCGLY
Cdc42 wt GTP: human Cdc42 wildtype GTP binding change, either direction; P60953; GST-Cdc42 beads, Bodipy-GTP binding, flow cytometry; actives lie on both sides; percent activity (GTP binding), % at 10 µM; hit rate 0.2% among 190,000; AID 761;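 active means percent activity GTP binding at least 20 points away from the 100% baseline, either down as inhibitor or up as activator; inconclusive means compound flagged as likely green fluorescent from well-wide comparison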;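 further: median bead fluorescence of bound Bodipy-FL-GTP at 100 nM; 0% = excess unlabeled GTP control and 100% = no compound control; below 100% means less GTP binding so inhibitor and above means activator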
Target sequence (P60953 whole entry, looked up): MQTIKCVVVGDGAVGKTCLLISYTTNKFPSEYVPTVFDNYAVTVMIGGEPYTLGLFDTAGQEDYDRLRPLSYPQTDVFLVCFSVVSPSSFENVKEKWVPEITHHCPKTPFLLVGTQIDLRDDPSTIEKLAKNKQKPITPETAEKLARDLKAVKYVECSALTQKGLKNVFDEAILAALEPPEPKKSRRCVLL
Pf gametocyte: inhibitors of late stage P. falciparum gametocyte viability; P. falciparum stage V gametocytes, ATP luminescence, 24 h; inhibition, % at 10.9 µM; hit rate 0.065% among 150,000; AID 743093;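 active means inhibition above the mean plus 3 SD of compounds within the control limits, set per campaign, cut at about 38% in these data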;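 further: 0% = DMSO wells and 100% = medium only without gametocytes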
Mcl-1 Bim block: human Bim-Mcl-1 interaction inhibition | hit rate 0.1% among 190,000 | AID 1009 | Q07820 | inhibition, % at 10 µM | Bead-based flow cytometry, Bim peptide-Mcl-1 binding; in the data active means inhibition above about 40%;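 further: 0% = no compound tracer wells and 100% = peptide blocker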
Rac1 wt modul: human Rac1 wildtype GTP binding, inhibitors and activators | P63000 | GST-Rac1 beads, fluorescent GTP binding, flow cytometry; actives lie on both sides; 0 = cold GTP competed, 100 = untreated | GTP binding activity (% of control), % at 10 µM | hit rate 0.27% among 190,000 | AID 757;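 active means GTP binding activity at least 20 points away from the 100% control level, either lower or higher; inconclusive means compound flagged as likely green fluorescent, judged across all proteins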
The depositor's hits bear a star; ? = inconclusive; . = no result given. The order is random; about 2.9% have a hit in one of these screens.

SMILES	Rab7 wt GTP bind	Rac1 act GTP bind	Rab2A wt mod	Mcl1-Bid inh	HRas wt GTP	Mcl1 Noxa PPI	RGS8-Gao reg	Cdc42 wt GTP	Pf gametocyte	Mcl-1 Bim block	Rac1 wt modul
COc1ccc(CN(C(=O)Cn2nnc3ccccc32)C(C(=O)NC(C)(C)C)c2ccco2)cc1 (stereo unspecified)	94	95	93	-9	96	7	99	98	10	-3	94
CCn1c(CNC(=O)c2ccco2)nnc1SCC(=O)c1ccc(OC)cc1	105	97	100	15	99	-1	96	99	4	0	100
CCN(CC)CCNC(=O)c1cn(C)c2ccc(S(=O)(=O)N(C)C3CCCCC3)cc2c1=O	103	100	103	15	102	22	104	104	.	0	105
COc1ccc(C)cc1NC(=O)Nc1ccc(Br)cn1	98	102	101	-30	100	14	98	103	1	0	107
Cc1ccc(S(=O)(=O)c2ccc(Oc3ccccc3)cc2)cc1	103	103	103	2	106	-4	103	108	12	0	107
N#Cc1nc(COc2ccccc2)oc1N1CCCCC1	101	95	98	-22	97	8	104	95	.	0	99
O=C(CN1CC[n+]2c(-c3cccs3)csc21)c1ccc(-c2ccccc2)cc1	94	93	89	-64	92	-24	108	86	32	0	92
O=C(N=Nc1c(O)[nH]c2ccccc12)c1cc(-c2ccc(F)cc2)n[nH]1	102	90	94	37	93	52*	99	92	.	-2	95
O=c1c2ccccc2c(C=NCCCN2CCOCC2)c(O)n1Cc1ccccc1	100	98	101	-58	99	3	100	100	-10	4	105
O=C(CCN1C(=O)C2CCCCC2C1=O)Nc1ccc(F)c(F)c1F (stereo unspecified)	103	93	101	-6	98	18	99	99	.	0	98
CCCCNC(=O)c1cccnc1SCC(=O)Nc1ccccc1OC	102	100	104	1	101	2	100	104	.	-4	106
N#C/C(=C\c1cccc(OC(=O)c2cccs2)c1)C(N)=O	105	107	105	-24	104	-2	100	108	.	-5	108
C=CCc1cccc2cc(C(=O)NC3=C(C#N)CCC3)c(=O)oc12	97	97	100	-11	100	10	100	100	.	-3	99
CCCN1C(=O)C(NS(=O)(=O)c2ccc(N)cc2)(C(F)(F)F)C(C(=O)OC)=C1C (stereo unspecified)	94	101	100	-40	99	6	100	101	20	-1	102
COc1cccc(/C(O)=C/c2nc3ccc(C(=O)NCCc4cccc(C)c4)cc3[nH]c2=O)c1	104	100	103	-18	99	15	106	98	-8	-2	98
CSC1=C(C#N)C(c2ccc3c(c2)OCO3)C2=C(CCCC2=O)N1 (stereo unspecified)	102	97	100	-16	102	14	96	101	.	-2	102
CC(C)(C)NCc1ccc(OCc2cccs2)cc1	91	93	95	8	96	15	100	96	11	-4	100
Cc1cc(C)n(CCN(C)c2nc3nonc3nc2N2CCCCC2)n1	101	95	96	-14	97	7	99	99	-1	-6	97
COc1cccc(C(=O)NCCSc2ccc(C)cc2)c1	100	98	98	-12	98	26	101	101	.	.	99
COc1ccccc1NC(=O)Cn1nnc(-c2ccccc2NC(=O)c2cnccn2)n1	99	96	101	35	96	-18	115	94	-4	0	91
Cc1ccc(S(=O)(=O)N/N=C\c2ccc(C)o2)cc1	99	98	99	-49	100	-3	97	99	-5	5	103
CC(C)Cn1cnc2c1c(=O)n(CC(O)c1ccccc1)c(=O)n2CC(C)C (stereo unspecified)	101	101	102	-1	103	10	101	108	2	-4	107
O=C1NC(c2cccc(Cl)c2)Nc2ccccc21 (stereo unspecified)	98	94	96	-41	95	4	105	95	1	0	94
CN1CCc2c(sc(/N=C/c3ccco3)c2C(N)=O)C1	99	97	98	-20	100	0	101	99	.	-2	98
Cc1cccc(OCCn2c(=O)oc3ccc(C)cc32)c1	95	93	92	8	94	29	95	94	-2	-2	100
O=[N+]([O-])c1ccc(Cl)c(/C=N/N2CCN(Cc3ccc(Cl)cc3)CC2)c1	100	99	100	-28	100	-2	102	100	21	-3	105
Cc1cc(NS(=O)(=O)c2ccc(C3CCCCC3)cc2)no1	99	101	103	8	103	-12	100	103	-11	-2	102
CCCOc1ccc(C(=O)NCC(c2cccs2)N(C)C)cc1 (stereo unspecified)	94	99	95	-9	95	9	104	96	6	-2	96
COc1cccc2cc(C(=O)N3CCN(c4ccccc4F)CC3)c(=O)oc12	99	99	101	11	103	6	104	102	15	4	107
CCOc1ccc(C(C)NC(=O)CCC(=O)O)cc1 (stereo unspecified)	103	100	102	-10	102	-2	104	99	.	0	103
Cc1nn(Cc2cccc3ccccc23)c(C)c1NC(=O)c1cccnc1	96	96	94	-30	98	-1	103	95	-3	0	100
Cn1c(Cc2cccs2)nnc1SCC(=O)N1CCc2ccccc21	100	98	100	-12	101	-8	98	101	.	0	102
CC(=O)c1ccc(-c2nc3c4ccccc4ccn3c2C(C)=O)o1	99	94	99	-12	94	11	108	89	.	1	89
COC(=O)c1cc2c(C)cc3ccc(C)cn3c-2c1C(=O)OC	?	?	?	-40	?	-15	101	?	.	3	?
C#CCN1C(=O)S/C(=C/C=C/c2ccc(N(C)C)cc2)C1=O	102	98	98	-39	99	44	103	97	.	-4	101
O=C(c1cccc(S(=O)(=O)N2CCOCC2)c1)N1CCOCC1	104	102	102	-4	102	20	102	102	27	0	110
CC(C)(C)c1ccc(-c2nnc(SCCC#N)n2C2CCCC2)cc1	99	98	101	11	102	13	109	103	-2	0	105
CC(C(=O)NCCS(=O)(=O)c1ccc(Cl)cc1)S(=O)(=O)c1ccc(Cl)cc1 (stereo unspecified)	99	99	99	-10	99	-6	100	100	-20	-2	101
O=C(C[n+]1ccsc1)c1ccccc1	97	101	97	-42	98	4	99	99	31	-3	104
Cc1nc2oc(C(=O)c3ccccc3)c(N)c2c2c1COC(C)(C)C2	98	95	95	-37	95	11	100	99	29	-2	97
O=C(c1cc2cc(Br)cc(Br)c2oc1=O)N1CCCC1	100	99	103	-5	102	1	101	100	-3	0	102
COc1ccc(NC(=O)OC(CN2CCCCC2)C(F)(F)F)cc1 (stereo unspecified)	100	98	100	-24	98	-21	101	99	-7	0	100
Cc1c(-c2ccccc2)[n+](=O)c(-c2ccc(Cl)cc2)c(C)n1[O-]	95	101	96	-28	100	10	102	94	16	0	106
Cc1ccc(S(=O)(=O)N2CCCC2C(=O)Nc2cc(C)on2)cc1 (stereo unspecified)	103	102	107	-5	107	-39	107	111	.	0	111
Cc1ccc(-c2nnn(CC(=O)Nc3cccc4cccnc34)n2)o1	95	96	96	-29	98	-10	98	98	.	0	100
O=C(Nc1ccccc1Cl)c1cccs1	100	97	100	-12	100	4	94	102	2	1	101
CC(C)Cc1cc(C(=O)NCCN2CCOCC2)no1	93	94	94	-10	93	7	91	93	.	2	92
CC(=O)N(C)c1ccc(NC(=O)Nc2ccc(C)cc2)cc1	103	96	96	-16	99	7	103	99	-10	0	92
CC(C)(C)C1CCc2c(C(=O)N/N=C/c3cccs3)csc2C1 (stereo unspecified)	101	103	102	-9	103	-6	109	105	.	1	111
CCN(CC)c1ccc(C=C(c2nnnn2-c2ccccc2)c2nnnn2-c2ccccc2)cc1	100	101	99	-43	103	-7	92	100	.	-1	106
CCCCN(C)C(=O)c1nc2ccccn2c1CN1CCN(c2cnccn2)CC1	102	96	100	-54	99	-1	98	98	.	-1	96
Cc1cc(F)ccc1S(=O)(=O)Nc1ncnc2sc3c(c12)CCC3	103	92	96	-3	96	2	104	94	1	7	97
CCOCCCn1c(C)nc2c(c1=O)c1nc3ccccc3nc1n2-c1ccc(C)cc1	97	96	97	-7	97	6	99	95	.	3	99
CN(C)S(=O)(=O)N1CCN(c2cccc(Cl)c2)CC1	100	97	100	-8	97	55*	89	98	5	9	99
CCC(c1nnnn1CCOC)N(Cc1ccc(C)cc1)Cc1cc2cc(OC)ccc2[nH]c1=O (stereo unspecified)	99	99	99	7	98	10	101	101	.	3	99
Cc1ccc(OCC(=O)OC2CCCN(C)C2)cc1 (stereo unspecified)	99	99	100	-12	100	14	102	100	-2	-3	102
O=C(Cn1c(CO)nc2ccccc21)NC1CCCCCC1	106	95	98	-9	102	-7	111	97	.	-2	98
CCOC(=O)C1CCN(Cc2c(O)ccc3ccccc23)CC1	103	100	101	-23	100	19	107	99	.	0	103
O=C(NCCc1ccccc1)C1CCN(S(=O)(=O)N2CCCCCC2)CC1	98	94	97	7	95	-4	95	97	5	0	96
N#CCCn1c(C(C#N)(CCC#N)CCC#N)nc2ccccc21	100	99	99	-4	98	35	100	99	.	2	102
New compounds follow.
SMILES	Rab7 wt GTP bind	Rac1 act GTP bind	Rab2A wt mod	Mcl1-Bid inh	HRas wt GTP	Mcl1 Noxa PPI	RGS8-Gao reg	Cdc42 wt GTP	Pf gametocyte	Mcl-1 Bim block	Rac1 wt modul
COc1cc(OC)cc(C(=O)NCC(=O)N2CCC(C)CC2)c1	97	97	99	-4	100	-1	110	100	.	-1	101
OC(c1ccccc1)c1nccc2ccccc12 (stereo unspecified)	98	95	97	-9	95	5	105	100	3	-5	98
COc1ccc(CN(C(=S)Nc2ccccc2)C2CC(=O)N(c3ccccc3)C2=O)cc1 (stereo unspecified)	97	98	99	11	99	-23	103	101	.	-8	101
COc1cccc(C2C(C#N)=C(N)Oc3c2oc(CO)cc3=O)c1OC (stereo unspecified)	96	100	100	-18	100	19	100	105	-2	2	107
Cc1ccc(NC2=C(N3CCCCC3)C(=O)c3ccccc3C2=O)cc1	89	92	92	-22	93	3	96	91	.	-3	90
CC(NC(=O)NCCCC(=O)O)(C(F)(F)F)C(F)(F)F	101	99	100	-9	100	3	102	102	.	-2	102
C=CCNC(=O)C(=O)NCCOc1ccccc1Cl	98	100	101	-18	104	4	102	101	-12	-3	106
CC(=O)Nc1cccc(NC(=O)CCc2ccccc2)c1	100	99	98	-7	100	14	102	99	5	-2	100
CCCCN1C(=O)CC(Sc2ccccc2C(=O)O)C1=O (stereo unspecified)	102	101	107	-15	105	9	97	105	.	-2	103
CCCn1c(SCC(=O)NC(C)(C)C)nnc1-c1ccco1	102	96	97	-35	97	-8	103	96	-5	14	94
Cc1onc(-c2ccccc2)c1C(=O)OCC(=O)c1ccccc1	96	99	101	5	99	25	97	102	-2	-5	104
CCN(CC)C(=O)c1ccc(C(=O)c2ccccc2)cc1	97	99	99	-7	100	-2	101	102	10	-1	101
CCOC(=O)c1c(C)nc(C)c(C(=O)OCC)c1-c1ccc(Br)cc1	95	100	99	-6	99	8	102	101	.	-5	104
